Screens as filed in PubChem.
NCOA1 inh – inhibitors of human steroid receptor coactivator 1 (SRC1) | AID 588354 | Q15788 | HEK293 GAL4-SRC1 luciferase reporter, luminescence | inhibition, % at 3.6 µM | hit rate 0.12% among 360,000;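 active = inhibition above the campaign mean plus 3 SD, with each screening campaign given its own cutoff, cut at about 60% in these data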;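 note: 0% = DMSO treated cells and 100% = gossypol at 36 µM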
NCOA2 inhibitor – human SRC2 (NCOA2) inhibition; Q15596; HEK293 GAL4-SRC2 luciferase reporter, luminescence; inhibition, % at 9 µM; hit rate 0.17% among 370,000;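 active = inhibition above the mean inhibition of all tested compounds plus 3 SD, set per campaign, cut at about 52% in these data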;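 note: 0% = DMSO treated cells and 100% = cells given Gossypol at 36 µM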
NOD2 RIPK2 PPI – NOD2-RIPK2 protein interaction inhibition. O43353. CHO BLA complementation NOD2-RIPK2, CCF4 ratio. hit rate 0.38% among 360,000. AID 624267. inhibition, % at 4.98 µM; in the data active = inhibition above about 21%;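 note: 0% = vehicle only and 100% = reference blocker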
MC4R barr agon – agonists of human melanocortin 4 receptor (MC4R) beta-arrestin | U2OS MC4R beta-arrestin complementation, luminescence; percent of melanotan II response, DMSO zero | activation, % at 8.9 µM | hit rate 0.98% among 360,000 | AID 540308;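 active = activation above a per-plate cutoff, the mean activation of sample wells on that plate plus 3 SD, cut at about 8% in these data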
NR5A2 inv ag – suppresses constitutive activity of human LRH-1. hit rate 0.13% among 360,000. AID 602396. HEK293T StAR-luciferase reporter, LRH-1 transfected, 24 h. inhibition, % at 3.6 µM;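 active = inhibition above the mean inhibition of all tested compounds plus 3 SD, cut at about 73% in these data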;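 note: 0% = DMSO wells and 100% = reporter-only cells lacking LRH-1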
EBV LMP1 NFkB – inhibitors of Epstein-Barr LMP1-induced NF-kappaB reporter. LMP1-induced NF-kappaB luciferase reporter cells, luminescence. inhibition, % at 12.5 µM. hit rate 0.69% among 350,000. AID 504558; in the data active = inhibition above about 41%;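 note: 0% = neutral control wells and 100% = reference inhibitor control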
NR2F2 inh – inhibitors of human COUP-TFII (NR2F2); hit rate 0.7% among 370,000; inhibition, % at 8.6 µM; HEK293T NGFI-A luciferase reporter, luminescence; P24468;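 active = inhibition above a per-plate cutoff, mean inhibition of test wells between control levels plus 3 SD, cut at about 38% in these data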;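 note: cells cotransfected with COUP-TFII expression vector driving the NGFI-A reporter; 0% = median of COUP-TF2 test wells and 100% = reporter-only cells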
MC4R antag cAMP – antagonists of human melanocortin 4 receptor (MC4R); P32245; MC4R-expressing cells, MTII-stimulated cAMP, LANCE TR-FRET; inhibition, % at 6.5 µM; hit rate 0.48% among 360,000;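 active = inhibition above its plate's cutoff, the mean of tested wells on that plate plus 3 SD, cut at about 29% in these data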;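 note: 0% = Melanotan II alone and 100% = Melanotan II plus saturating MCL0020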
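Test system: U2OS cells stably expressing human melanocortin 4 receptor (MC4R); also added: Melanotan II challenge; compound: 6.5 µM single dose; timing: 30-min compound preincubation, 1-h Melanotan II challenge, 1-h detection, room temperature; signal: Eu-cAMP/anti-cAMP TR-FRET, emission 671 nm; repeats: one well per compound, no replicates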
ABHD5 PLIN5 PPI – ABHD5-PLIN5 protein interaction inhibition; Q00G26+Q8WTS1; Split G. princeps luciferase complementation, luminescence, 4 h; inhibition, % at 4 µM; hit rate 0.78% among 360,000;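 active = inhibition above the mean inhibition across every tested compound plus 3 SD, cut at about 22% in these data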;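 note: 0% = DMSO only wells and the 100% control is not disclosed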
NCOA3 inh – human NCOA3 inhibition; HEK293 GAL4-SRC3 luciferase reporter, luminescence; inhibition, % at 3.6 µM; hit rate 0.17% among 360,000; AID 588352;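 active = inhibition above a per-campaign cutoff, the mean of all compounds plus 3 SD, cut at about 60% in these data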;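 note: 0% = DMSO-treated cells and 100% = gossypol-treated cells at 36 µM; higher means less SRC3-driven luciferase light from the GAL4 reporter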
Target sequence (Q9Y6Q9 whole entry, looked up, the tested form may be a part): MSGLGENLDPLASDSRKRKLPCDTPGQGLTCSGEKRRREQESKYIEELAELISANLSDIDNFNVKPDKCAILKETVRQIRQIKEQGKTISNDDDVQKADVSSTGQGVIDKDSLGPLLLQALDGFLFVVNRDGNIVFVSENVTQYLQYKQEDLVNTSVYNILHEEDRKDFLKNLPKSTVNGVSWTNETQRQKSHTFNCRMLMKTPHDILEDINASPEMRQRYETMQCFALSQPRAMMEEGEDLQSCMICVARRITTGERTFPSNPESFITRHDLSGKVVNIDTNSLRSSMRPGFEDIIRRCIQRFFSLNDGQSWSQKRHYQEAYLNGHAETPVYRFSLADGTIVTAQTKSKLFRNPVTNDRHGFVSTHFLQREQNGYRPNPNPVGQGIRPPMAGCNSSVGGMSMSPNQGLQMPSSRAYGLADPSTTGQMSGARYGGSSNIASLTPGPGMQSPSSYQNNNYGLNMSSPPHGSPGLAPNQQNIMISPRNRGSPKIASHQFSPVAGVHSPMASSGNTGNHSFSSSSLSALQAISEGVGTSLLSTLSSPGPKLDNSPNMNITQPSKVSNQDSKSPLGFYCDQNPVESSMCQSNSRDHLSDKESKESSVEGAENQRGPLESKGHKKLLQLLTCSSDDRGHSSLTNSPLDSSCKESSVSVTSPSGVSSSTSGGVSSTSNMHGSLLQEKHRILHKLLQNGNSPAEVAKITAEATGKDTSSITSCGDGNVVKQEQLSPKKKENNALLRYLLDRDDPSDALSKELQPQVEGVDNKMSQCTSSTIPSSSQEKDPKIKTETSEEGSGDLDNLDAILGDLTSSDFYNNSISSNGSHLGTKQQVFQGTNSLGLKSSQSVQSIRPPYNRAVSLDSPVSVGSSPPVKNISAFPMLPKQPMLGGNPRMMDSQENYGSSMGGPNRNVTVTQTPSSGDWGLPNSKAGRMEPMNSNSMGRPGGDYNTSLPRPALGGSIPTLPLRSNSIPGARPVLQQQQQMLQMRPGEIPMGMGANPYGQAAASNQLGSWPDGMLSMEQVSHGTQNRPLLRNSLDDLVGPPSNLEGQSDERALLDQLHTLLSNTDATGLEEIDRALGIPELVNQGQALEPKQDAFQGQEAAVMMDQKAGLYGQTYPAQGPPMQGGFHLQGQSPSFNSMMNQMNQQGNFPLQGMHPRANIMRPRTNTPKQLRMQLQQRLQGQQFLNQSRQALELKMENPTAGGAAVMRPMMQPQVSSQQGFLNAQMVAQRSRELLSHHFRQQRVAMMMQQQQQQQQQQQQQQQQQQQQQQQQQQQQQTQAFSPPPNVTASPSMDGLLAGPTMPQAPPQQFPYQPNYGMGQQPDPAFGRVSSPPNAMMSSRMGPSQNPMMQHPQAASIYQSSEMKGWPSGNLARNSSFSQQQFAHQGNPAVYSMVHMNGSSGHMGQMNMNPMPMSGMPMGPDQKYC
TLR9-MyD88 inh – TLR9-MyD88 interaction inhibition; inhibition, % at 4.98 µM; hit rate 0.21% among 340,000; AID 504734; CHO BLA complementation TLR9-MyD88, CCF4 FRET ratio; Q9NR96+Q99836;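 active = inhibition above the mean over all tested compounds plus 3 SD, cut at about 21% in these data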;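 note: 0% = DMSO only wells and 100% = clavulanate BLA inhibitor control wells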
Numbers without * were called inactive; x = no result given. These rows are one share of the data; rates above refer to the full screens.

MC4R barr agon	NCOA3 inh	MC4R antag cAMP	TLR9-MyD88 inh	NCOA2 inhibitor	NCOA1 inh	NOD2 RIPK2 PPI	NR2F2 inh	EBV LMP1 NFkB	NR5A2 inv ag	ABHD5 PLIN5 PPI	canonical_smiles
-1.6	-14	7	5	0	-12	-4	15	3	9	5	COCc1c(C(=O)N/N=C\c2ccccn2)nnn1-c1nonc1N
0.3	5	23	-1	-15	14	-6	8	-3	-5	3	Cc1ccc2[nH]cc(CCNC(=O)C3CCCO3)c2c1 (configuration not stated)
0.5	14	4	-3	-9	5	-11	-5	0	-5	-1	Cn1c(=O)c2c(=O)cc(NNC(=O)C(C)(C)C)[nH]c2n(C)c1=O
-1.3	-4	3	-4	-6	-5	5	-7	7	8	-14	CCO/C=C1/C(=O)N(C)C(=O)c2cc(OC)ccc21
-2.4	-13	-3	-3	0	-24	-1	-7	-3	11	-2	Cc1ccc2c(c1)[nH]c1c(=O)n(CCN3CCNCC3)cnc12
0.2	-84	1	-3	x	-115	1	x	-28	-163	-4	O=C1c2ccccc2C(=O)N1CCSc1ccccc1
-3.1	-12	0	3	-11	-26	-2	0	-3	8	0	Cc1ccccc1-c1nn(-c2ccc(F)cc2F)cc1CNCCN(C)C
0.2	-13	-4	-2	2	-1	-11	0	1	10	5	Cc1ccc(C(=O)C(C)OC(=O)c2nc(Cl)ccc2Cl)cc1 (configuration not stated)
-1.8	3	0	11	4	11	-1	11	-2	6	-3	COc1ccc(N(C(=O)Cc2cccs2)C(C(=O)NC2CCCC2)c2ccncc2)cc1OC (configuration not stated)
-0.7	-8	5	-10	-14	-20	-19	-35	6	-16	5	Cc1cc(-c2nnc(SCC(=O)Nc3nccs3)o2)no1
-2.4	15	-2	-10	9	-8	-4	-1	-4	-10	1	COCCN(C(=O)c1ccc(-c2ccc(Cl)cc2)o1)c1c(N)n(Cc2ccccc2)c(=O)[nH]c1=O
x	14	x	x	-22	-10	-9	-3	x	-5	-19	N#CC1=C(Nc2ccccc2Cl)SC(c2ccncc2)NC1=O (configuration not stated)
2.1	13	9	-13	5	6	-11	-3	4	-4	8	CCCOc1cc(CC(=O)NCc2ccco2)ccc1OC
1.0	-14	5	-9	-2	-5	-7	-1	2	9	-2	CC(C)c1cc(NC(=O)CSc2nnc(-c3ccccc3F)n2C)on1
-2.9	8	17	3	-37	-24	1	-12	2	-13	-3	CCOC(=O)c1ccc(N=C2SC(C(=O)Nc3ccc(C(=O)O)cc3)CC(=O)N2Cc2cccs2)cc1 (configuration not stated)
0.2	15	12	-3	-6	14	1	6	-6	19	-3	CCCCCC/C(C)=C1/SC(=S)NC1=O
-0.9	20	-2	6	-13	-4	-8	13	-8	0	-2	COc1cccc(CNn2cnnc2)c1OCc1ccc(F)cc1
0.4	-3	5	0	-26	-39	-16	-16	-14	-13	-12	Cc1cc(C)nc(-n2nc(C)c(C3(O)C(=O)Nc4ccccc43)c2N)n1 (configuration not stated)
x	x	x	x	-4	x	-15	17	x	0	-9	Cc1ccc(S(=O)(=O)N2[C@H](CC(=O)c3ccc(Cl)c(Cl)c3)OC[C@@H]2C)cc1
-0.8	-69	2	-5	-83	-70	-12	-35	-56	-61	-9	CC1CCC(NC(=O)C(=O)Nc2ccc3c(c2)OCO3)CC1 (configuration not stated)
0.7	-8	2	5	-8	6	0	1	7	-5	-10	O=C(CSc1nnc(-c2cccnc2)n1C1CCCCC1)NC1CCCC1
-1.3	10	4	-3	-3	10	4	24	-6	3	3	Cc1ccc(CC2C(=O)N(c3ccc(F)cc3)C(=O)C2C)cc1 (configuration not stated)
-3.0	-40	-8	x	-25	-76	29*	-64	2	-34	10	C/C(=N\Nc1ccc([N+](=O)[O-])cc1)c1ccc(O)cc1
-1.2	6	3	4	10	-4	-19	-4	-7	11	1	CCNC(=O)n1cc(-n2cncn2)c(-c2ccccc2)n1
0.6	15	1	-7	-20	-1	1	1	-13	4	-2	CCOC(=O)CC(NC(=O)CCc1c(C)nc2ncnn2c1C)c1ccc(C)cc1 (configuration not stated)
-1.5	24	22	3	3	2	-10	4	-13	19	-1	NC(=O)CSc1nnc(-c2ccc(S(=O)(=O)N3CCCC3)cc2)o1
-1.9	0	4	0	-2	-5	-2	6	-35	14	-1	O=C1CCC2(C(=O)O)Sc3ccccc3N12 (configuration not stated)
-0.6	-23	-9	1	-19	6	-12	-21	4	18	5	Nn1c(SCC(=O)NCC2CCCO2)nnc1-c1ccc(OC(F)F)cc1 (configuration not stated)
-2.5	11	4	2	-15	13	-5	-2	6	5	-1	c1cc2c(cc1-n1cnnn1)OCO2
x	-4	x	x	-13	6	-3	-10	x	-29	2	COC(=O)c1ccc2nc(-c3ccc(OC)c(OC)c3)c(Cc3ccccc3OC)n2c1
-2.4	10	0	-5	-6	12	-3	-8	-3	3	7	CCOc1ccc(N=C2NC(=O)S/C2=C\c2ccc(OC)cc2)cc1
-1.3	0	6	0	-2	-19	0	-17	0	-3	-2	Cc1cc(=O)[nH]c(NCCO)n1
-2.0	-12	8	-10	-11	1	8	7	1	-23	-3	CC1=C(C)C(c2ccccc2)NC(=S)N1 (configuration not stated)
-0.9	-16	6	8	-6	19	-9	11	-4	-6	5	Cc1ccc(CN2CC(C(=O)Nc3ccc(S(=O)(=O)N4CCCCC4)cc3)CC2=O)cc1 (configuration not stated)
-0.6	-89	-10	-17	-61	-60	13	-42	-29	-87	-5	Cc1ccsc1/C=N/NC(=O)c1ccc2ccccc2c1
-0.7	14	-2	-1	3	9	-11	-20	-3	-8	3	CC(=O)NC1(C(F)(F)F)NC(=O)N(c2ccc(F)cc2)C1=O (configuration not stated)
-0.4	3	-3	5	22	6	-5	0	1	14	6	Cc1cc(NC(=O)CSCC(=O)Nc2cc(Cl)ccc2N2CCN(C)CC2)no1
-1.5	9	20	-9	-8	-7	1	-10	-3	-15	-12	CCCCn1c(N)c(N(CCOC)C(=O)c2ccc(Br)s2)c(=O)[nH]c1=O
-1.8	-13	7	-4	x	12	-5	x	13	1	-3	COC(=O)c1ccc(S(=O)(=O)NCCSc2nnc3c4ccccc4n(C)c3n2)cc1
1.8	-5	9	8	x	-4	-1	x	-2	1	13	Cc1cc(NC(=O)c2cccc3c2C(=O)N(C2CCCCC2)C3)ccc1Br
-2.1	8	11	-5	-14	-8	-7	16	14	16	4	COC(=O)/C(C#N)=C/c1ccc(N2CCOCC2)c([N+](=O)[O-])c1
-0.5	14	8	-2	17	-5	3	-5	-3	8	9	Cc1cc(SCC(=O)NC2CCCCC2)nc2ccccc12
-2.0	10	-1	-7	-9	-11	-1	-4	5	-7	-2	COc1ccc(C(=O)NC2CC2)cc1OC1CCN(Cc2cc(C)c(C)cc2C)CC1
-1.1	11	-1	5	-26	0	-1	-15	-3	-13	1	Cc1cc(C)c(C(=O)O)c(Cl)n1
0.2	12	6	2	19	-1	-1	17	10	6	6	CN1CCC(=C(c2ccc(Cl)cc2)c2ccccn2)CC1
-4.8	3	19	12	-16	0	1	9	-17	2	4	CCOC(=O)/C(O)=C(\C#N)c1nc2ccccc2[nH]1
1.0	-7	1	0	-1	-6	-10	3	-3	0	-2	CN[C@H](C)C(=O)NC[C@H]1O[C@@H](n2cc(C)c(=O)[nH]c2=O)C[C@@H]1O
-1.5	10	7	4	1	-16	-4	-9	3	10	3	COC(=O)C(Cc1ccc(O)cc1)NC(=O)C(CC(=O)OC(C)(C)C)NC(=O)OC(C)(C)C (configuration not stated)
-0.3	10	-6	-6	-23	-1	-12	-8	-4	10	4	COc1cc(NC(=O)c2cc(C)no2)cc(OC)c1OC
0.8	1	4	-3	1	8	5	-18	11	12	-4	CC(C)CCn1c(SCC#N)nc2c(sc3ccccc32)c1=O
0.2	-2	3	4	-6	-13	-1	4	1	-13	-5	O=C(CN1CCC(NC(=O)C2CCCCC2)CC1)Nc1cccc(F)c1
-0.5	-14	-9	0	15	-2	-7	4	5	-1	3	O=C(NCc1ccco1)c1cnn2c(C(F)(F)F)cc(-c3ccco3)nc12
-0.7	-51	-1	2	-46	-82	9	-1	-34	-90	8	O=C(Nc1ccc(N2CCCC2)c(Cl)c1)c1ccc(Br)o1
5.9	-86	4	-3	-20	-27	-1	-18	-20	-114	-2	O=C(O)CN1C(=O)/C(=C\c2cccc(OCc3ccc(Cl)cc3Cl)c2)SC1=S
-1.9	14	8	11	11	0	9	7	0	-5	-4	CCC1=[N+](C)CCn2c(C)ccc21
-0.1	-10	1	-3	-10	-15	0	9	-5	-8	1	CN(C)c1oc(-c2cccs2)nc1C#N
1.2	-1	8	-3	-5	3	-6	-17	2	-15	-1	NC(=O)NC(Cc1ccccc1)C(=O)NCC1(N2CCCCC2)CCCCC1 (configuration not stated)
-0.1	-27	8	2	x	-2	-6	x	-10	-4	-1	COc1ccc(-c2cn3cccnc3n2)cc1NC(=O)C1CC1
3.7	-30	3	-5	-22	0	-6	-1	6	4	-4	CCc1cc(Cn2nc(-c3ccccc3)cc2C(=O)NCc2cccc(C(F)(F)F)c2)on1
45*	-60	0	1	-56	-40	-12	11	6	-53	2	COc1ccc(-c2nc(-c3ccc(NC(=O)c4ccc(Br)o4)cc3)no2)cc1OC

(further entries)
MC4R barr agon	NCOA3 inh	MC4R antag cAMP	TLR9-MyD88 inh	NCOA2 inhibitor	NCOA1 inh	NOD2 RIPK2 PPI	NR2F2 inh	EBV LMP1 NFkB	NR5A2 inv ag	ABHD5 PLIN5 PPI	canonical_smiles
0.3	18	3	-1	-20	4	3	-18	-20	2	2	COC(=O)COc1ccc(S(=O)(=O)Nc2ccc(C(N)=O)cc2)cc1
0.1	-2	10	-1	-9	0	6	9	3	-2	7	O=C(Nc1cc(C(F)(F)F)ccc1N1CCOCC1)c1cccc(F)c1
1.4	-3	8	-4	-14	-16	-1	-1	-3	1	4	CC(C)(C)C1CCC(OC(=O)c2ccncc2)CC1 (configuration not stated)
-1.1	3	3	0	-11	-17	5	6	4	31	1	COc1ccccc1N1CCN(C(c2cccs2)C(C)NC(=O)c2ccco2)CC1 (configuration not stated)
-0.5	9	3	3	-4	6	-7	-21	3	-30	6	CCC(CC)CN1CCC(CN2C(=O)C(=O)NC[C@@H]2[C@@H](C)CC)CC1
2.5	-70	-6	-2	-15	-37	2	-56	-38	-53	-5	Clc1ccc(-c2cc(COc3ccccc3)on2)cc1
0.0	12	7	2	12	3	-6	1	4	10	1	COc1ccc(Cc2noc(CN(C)CC3(N4CCOCC4)CCCCC3)n2)cc1OC
-3.7	6	-13	-1	-38	7	-9	-14	17	3	1	O=C(CCc1ccccc1)NNC(=S)NC(=O)c1ccccc1
-1.6	-23	-2	-5	-6	-8	-8	6	6	17	0	Cc1nc(NC(=O)c2cc3c(C)nn(-c4ccccc4)c3s2)sc1C(=O)Nc1ccccc1
